High-throughput results as filed in PubChem.
LMP1 NFkB inh: Epstein-Barr LMP1 NF-kappaB reporter inhibition. LMP1-induced NF-kappaB luciferase reporter cells, luminescence. inhibition, % at 12.5 µM. 350,000 tested, 0.69% active. AID 504558; in the data active = inhibition above about 41%;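 also: 0% = neutral control wells and 100% = reference inhibitor control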
TWEAK Fn14 block: blocks TWEAK-Fn14 interaction in a reporter cell assay. TWEAK-stimulated Fn14 reporter cells, luciferase luminescence, 8 h. inhibition, % at 10 µM. 360,000 tested, 2% active; in the data active = inhibition above about 50%
LRH-1 inv ag: suppresses constitutive activity of human LRH-1. O00482. AID 602396. inhibition, % at 3.6 µM. HEK293T StAR-luciferase reporter, LRH-1 transfected, 24 h. 360,000 tested, 0.13% active;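 active = inhibition above the mean inhibition of all tested compounds plus 3 SD, cut at about 73% in these data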;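 also: 0% = DMSO wells and 100% = reporter-only cells lacking LRH-1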
COUP-TFII inh: NR2F2 (human) inhibition, primary screen. P24468. HEK293T NGFI-A luciferase reporter, luminescence. inhibition, % at 8.6 µM. 370,000 tested, 0.7% active. AID 686940;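 active = inhibition above a per-plate cutoff, mean inhibition of test wells between control levels plus 3 SD, cut at about 38% in these data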;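 also: cells cotransfected with COUP-TFII expression vector driving the NGFI-A reporter; 0% = median of COUP-TF2 test wells and 100% = reporter-only cells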
TROY signal inh: TROY signaling inhibition; inhibition, % at 10 µM; Q293 LMP1-TROYcd NF-kB luciferase reporter, 4 h; 360,000 tested, 0.98% active;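 active = compounds whose plate-normalised and pattern-corrected inhibition of the luciferase reporter signal at the single screening dose is 50% or more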
TRAIL sens C8: sensitizes caspase-8 expressing cells to TRAIL; NB7+C8 cells + TRAIL, ATPlite viability luminescence; inhibition (viability loss, TRAIL sensitization), % at 10 µM; 360,000 tested, 1% active; AID 624354;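 active = compounds causing at least 50% loss of cell viability in the single-dose screen, relative to plate controls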
NCOA3 inh: inhibitors of human steroid receptor coactivator 3 (SRC3). inhibition, % at 3.6 µM. 360,000 tested, 0.17% active. HEK293 GAL4-SRC3 luciferase reporter, luminescence. Q9Y6Q9. AID 588352;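 active = inhibition above a per-campaign cutoff, the mean of all compounds plus 3 SD, cut at about 60% in these data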;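 also: 0% = DMSO-treated cells and 100% = gossypol-treated cells at 36 µM; higher means less SRC3-driven luciferase light from the GAL4 reporter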
CF NFkB inh: blocks PAF-induced NF-kB reporter in cystic fibrosis cells | KKLEB NF-kB-GFP reporter, GFP fluorescence overnight | inhibition, % at 5 µM | 360,000 tested, 0.86% active | AID 588850;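 active = at least 50% inhibition at 5 µM, scaled per plate between neutral and stimulator controls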;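 also: PAF is a Pseudomonas aeruginosa culture filtrate used as stimulus; plate controls were PAF-stimulated DMSO wells for no effect and unstimulated DMSO wells for full effect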
SRC2 inh: inhibits human steroid receptor coactivator 2 | inhibition, % at 9 µM | Q15596 | 370,000 tested, 0.17% active | HEK293 GAL4-SRC2 luciferase reporter, luminescence | AID 651957;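 active = inhibition above the mean inhibition of all tested compounds plus 3 SD, set per campaign, cut at about 52% in these data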;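 also: 0% = DMSO treated cells and 100% = cells given Gossypol at 36 µM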
Target sequence (Q15596 whole entry, looked up, the tested form may be a part): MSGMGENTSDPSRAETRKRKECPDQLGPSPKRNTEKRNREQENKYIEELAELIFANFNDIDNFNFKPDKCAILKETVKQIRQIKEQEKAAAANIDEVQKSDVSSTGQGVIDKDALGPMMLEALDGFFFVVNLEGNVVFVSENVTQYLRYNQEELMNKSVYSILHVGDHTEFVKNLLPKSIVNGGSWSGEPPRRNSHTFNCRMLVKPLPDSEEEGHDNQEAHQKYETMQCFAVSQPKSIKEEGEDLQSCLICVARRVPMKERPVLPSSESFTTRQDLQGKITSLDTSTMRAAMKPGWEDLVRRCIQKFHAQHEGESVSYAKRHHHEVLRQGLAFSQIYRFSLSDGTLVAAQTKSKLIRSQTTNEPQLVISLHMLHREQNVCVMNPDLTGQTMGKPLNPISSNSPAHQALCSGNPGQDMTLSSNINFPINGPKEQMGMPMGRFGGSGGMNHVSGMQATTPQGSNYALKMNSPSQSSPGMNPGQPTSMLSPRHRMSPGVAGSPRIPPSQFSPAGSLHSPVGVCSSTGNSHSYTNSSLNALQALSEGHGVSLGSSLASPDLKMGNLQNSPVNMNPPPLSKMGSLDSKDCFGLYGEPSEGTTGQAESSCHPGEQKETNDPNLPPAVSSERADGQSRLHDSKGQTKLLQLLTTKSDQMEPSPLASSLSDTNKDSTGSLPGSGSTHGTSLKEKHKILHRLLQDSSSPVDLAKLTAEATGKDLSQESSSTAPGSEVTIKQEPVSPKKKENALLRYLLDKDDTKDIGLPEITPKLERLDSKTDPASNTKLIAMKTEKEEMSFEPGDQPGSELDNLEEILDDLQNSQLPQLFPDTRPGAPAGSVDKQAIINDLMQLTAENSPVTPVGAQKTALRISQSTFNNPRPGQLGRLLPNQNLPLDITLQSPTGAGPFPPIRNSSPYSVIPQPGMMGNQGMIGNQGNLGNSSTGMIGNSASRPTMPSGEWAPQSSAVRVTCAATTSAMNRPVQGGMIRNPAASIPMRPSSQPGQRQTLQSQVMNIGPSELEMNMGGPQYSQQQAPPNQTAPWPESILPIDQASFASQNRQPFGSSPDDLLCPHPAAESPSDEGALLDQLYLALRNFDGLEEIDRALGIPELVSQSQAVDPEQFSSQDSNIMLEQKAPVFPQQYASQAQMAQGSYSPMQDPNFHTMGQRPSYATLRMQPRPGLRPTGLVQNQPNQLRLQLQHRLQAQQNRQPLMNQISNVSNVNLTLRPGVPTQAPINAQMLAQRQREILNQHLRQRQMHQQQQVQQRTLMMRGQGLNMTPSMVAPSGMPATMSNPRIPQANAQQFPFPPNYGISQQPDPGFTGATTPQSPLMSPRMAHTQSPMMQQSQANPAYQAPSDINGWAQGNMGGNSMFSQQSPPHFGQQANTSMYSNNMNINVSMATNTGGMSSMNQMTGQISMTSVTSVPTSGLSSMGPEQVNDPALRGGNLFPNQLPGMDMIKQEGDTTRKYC
KKLEB cytotox: reduces viability of KKLEB cystic fibrosis airway cells; KKLEB CF airway cells viability, ATPlite luminescence, overnight; stronger effect = lower value; cells stimulated with P. aeruginosa culture filtrate; 360,000 tested, 0.36% active; activity change (cytotoxicity), % at 5 µM; AID 602141;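 active = corrected activity change at or below -50% at 5 µM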
NCOA1 inh: inhibits human SRC1 coactivator; HEK293 GAL4-SRC1 luciferase reporter, luminescence; inhibition, % at 3.6 µM; 360,000 tested, 0.12% active;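 active = inhibition above the campaign mean plus 3 SD, with each screening campaign given its own cutoff, cut at about 60% in these data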;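 also: 0% = DMSO treated cells and 100% = gossypol at 36 µM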
An asterisk follows results filed as active; x = no result given.

SMILES	LMP1 NFkB inh	TWEAK Fn14 block	LRH-1 inv ag	COUP-TFII inh	TROY signal inh	TRAIL sens C8	NCOA3 inh	CF NFkB inh	SRC2 inh	KKLEB cytotox	NCOA1 inh
CSc1ccc(S(=O)(=O)N2CCC(C(=O)NCc3ccccn3)CC2)cc1	-3	6	-17	4	10	5	-11	1	23	1	6
CC(=O)c1cc2c(cc1N)OCO2	0	-14	10	-2	-18	-14	22	3	-20	-6	-7
CN(C)c1ccc(-c2c(-c3ccc4c(c3)OCO4)noc2-c2ccsc2)cn1	-8	-52	-3	x	-45	-8	-18	-9	x	0	-25
COc1ccc(NC(=O)CN(c2ccc(C)cc2)S(=O)(=O)c2c(C)nn(C)c2C)cc1OC	-3	8	3	7	-7	-11	5	-7	-6	4	-6
CCOc1ccc(CNc2ccc(CNc3ncn[nH]3)cc2)cc1	3	-7	13	2	8	-3	-17	-1	16	15	-11
COc1ccc(CNC(=O)Cn2nc(C(F)(F)F)cc2C)cc1	3	-4	10	3	-9	-3	9	-12	-6	5	5
COc1cc(/C(O)=C(\C#N)c2nc3ccccc3[nH]2)cc(OC)c1OC	2	-12	-17	5	-5	1	2	-37	11	14	-6
Cc1nn(CC(=O)O)c(=O)c2ccccc12	2	-13	7	-10	-3	-5	4	-9	-17	14	-3
COc1ccc(CN2CCN(c3cc(C)nc4c5c(C)cc(C)nc5nn34)CC2)cc1F	-12	-21	2	-4	-14	10	-19	-11	-12	0	15
COc1ccc(C(=O)Nc2ccc3ccccc3n2)cc1OC	-28	1	-119	-13	-89	-2	-100	5	-86	8	-47
COc1ccc(C(=O)N[C@H](C(=O)NC2CCCCC2)C(C)C)cc1	0	9	6	-1	-2	-8	4	14	-20	4	-6
Cc1onc(-c2ccccc2Cl)c1C(=O)OCn1nnc2ccccc2c1=O	-2	-27	-10	6	-23	7	-29	1	26	-4	-3
CC(=O)N1C(=O)NC2=C(C(=O)CCC2)C1c1cccc([N+](=O)[O-])c1 (stereo not drawn)	-23	5	4	-5	-29	6	-3	-17	29	6	-11
Cc1cccc(NC(=O)NCc2ccc3[nH]c(C)cc3c2)c1	-6	-5	-4	2	1	-29	-13	-39	7	-5	3
COc1ccc(NC(=S)Nc2ccc(S(N)(=O)=O)cc2)c(C)c1	-3	14	3	4	14	6	-3	4	-7	7	2
COc1ccc(-c2cc(C(F)F)n3ncc(C(=O)Nc4cccc(S(=O)(=O)N5CCOCC5)c4)c3n2)cc1	8	-24	10	4	-9	-1	9	-25	-6	11	-11
CCOC(=O)C(NC(C)=O)(NC(C)C)C(F)(F)F (stereo not drawn)	8	-7	15	-1	0	19	6	-7	-10	-2	-30
O=C(NCc1ccccc1)c1cc2ccccc2oc1=O	-20	-18	-25	8	-51	-5	-29	-9	-13	0	-11
O=C1NC(Cc2ccccc2)c2nc3cc(F)ccc3c(=O)n2-c2cc3ccccc3cc21 (stereo not drawn)	9	40	20	17	32	40	-37	-9	-10	-3	-32
O=C(CSC1=NCCS1)NC(NC(=O)CSC1=NCCS1)c1ccccc1	5	4	19	3	4	-8	9	-15	-6	14	-14
O=C(Nc1ccccc1)O/N=C/c1ccccc1Cl	-12	-57	-13	x	-40	-9	-56	-9	x	7	-5
CCCc1cc(=O)n2nc(N3CCC(C(=O)NCc4ccco4)CC3)sc2n1	6	22	-9	-10	-11	8	-32	11	16	-7	4
O=C(COc1ccc2ccccc2c1)N1CCN(C(=O)c2cccs2)CC1	7	-2	-6	13	23	-15	-15	-8	-15	-1	6
CCCCc1c(-c2ccccc2)ncn1CCc1ccccc1OC	x	28	-30	8	23	34	x	x	8	x	x
CC(C)c1nc2oc3c(N4CCN(C)CC4)ncnc3c2c2c1CCC2	3	35	-2	-3	-6	14	0	13	-29	-3	-9

Nothing new here: entries from further up.
SMILES	LMP1 NFkB inh	TWEAK Fn14 block	LRH-1 inv ag	COUP-TFII inh	TROY signal inh	TRAIL sens C8	NCOA3 inh	CF NFkB inh	SRC2 inh	KKLEB cytotox	NCOA1 inh
CSc1ccc(S(=O)(=O)N2CCC(C(=O)NCc3ccccn3)CC2)cc1	-3	6	-17	4	10	5	-11	1	23	1	6
CC(=O)c1cc2c(cc1N)OCO2	0	-14	10	-2	-18	-14	22	3	-20	-6	-7
CN(C)c1ccc(-c2c(-c3ccc4c(c3)OCO4)noc2-c2ccsc2)cn1	-8	-52	-3	x	-45	-8	-18	-9	x	0	-25
COc1ccc(NC(=O)CN(c2ccc(C)cc2)S(=O)(=O)c2c(C)nn(C)c2C)cc1OC	-3	8	3	7	-7	-11	5	-7	-6	4	-6

(further entries)
SMILES	LMP1 NFkB inh	TWEAK Fn14 block	LRH-1 inv ag	COUP-TFII inh	TROY signal inh	TRAIL sens C8	NCOA3 inh	CF NFkB inh	SRC2 inh	KKLEB cytotox	NCOA1 inh
Cc1ccc(NC(=O)C(C)OC(=O)Cn2[nH]c(=O)c3ccccc3c2=O)cc1 (stereo not drawn)	2	-13	1	0	24	-16	7	-6	4	1	0
COc1ccccc1CC(=O)Nc1ccc2c(C)cc(=O)oc2c1	6	-15	-43	7	8	-32	-4	-8	-7	8	-40
CCOC(=O)CSc1nnc(NCC(=O)OC(C)C)c(=O)[nH]1	2	-8	-18	27	6	-11	-1	8	13	-4	-11
OCCN1CCN(c2ncnc3c2ncn3[C@H]2CN(Cc3ccncc3)C[C@@H](CO)O2)CC1	x	1	3	-12	1	-17	-5	4	1	4	-1
O=C(COC(=O)c1nc(Cl)ccc1Cl)NNC(=O)c1ccccc1	-8	6	-5	-3	5	-1	9	-6	-14	14	-15
Cc1cc(OCC(=O)Nc2ccncc2)cc(C)c1Cl	9	13	23	57*	7	13	14	-7	34	5	22
CCN(C(=O)CSc1nccc(=O)[nH]1)c1cccc2ccccc12	-8	-2	-17	-1	-1	-2	5	-14	3	6	5
O=C1C2C3C=CC(C3)C2C(=O)N1CNc1ccccc1 (stereo not drawn)	5	-15	4	5	-30	-1	-3	-10	8	5	-6
COc1ccc(-n2nnnc2SCC(=O)Nc2cccc(C)n2)cc1OC	-2	-8	16	-2	-28	-11	11	1	-6	-14	5
O=C(c1ccc(N2CCCC2)c([N+](=O)[O-])c1)N1CCN(c2ccccn2)CC1	3	4	-18	-2	14	-4	-6	0	3	-21	-8
CNC[C@H]1Oc2cc(Br)ccc2S(=O)(=O)N([C@@H](C)CO)C[C@H]1C	x	8	5	-6	15	-22	-20	-10	0	8	4
CN(Cc1ccco1)S(=O)(=O)c1nnc(NC(=O)c2ccc(F)cc2)s1	2	-33	-33	-12	-23	-1	-5	6	-19	-3	3
Cc1ccc(C(C)C)c(Oc2nnnn2-c2ccccc2)c1	-3	31	19	-17	10	7	-9	-10	1	-11	-15
O=[N+]([O-])c1cc2ccccc2nc1-c1ccccc1	-10	-7	28	-12	-26	-9	-26	-26	6	-6	-32
Cc1c(C)n(-c2ccccc2)c2ncnc(NCCN(C)C)c12	0	11	-8	-2	12	-1	5	-9	8	13	6
O=C(NCc1ccncc1)C(=O)NCC(c1ccco1)N1CCN(c2ccccc2F)CC1 (stereo not drawn)	-1	-8	10	-8	0	-28	7	-2	-9	0	5
Cc1ccc(NC(=O)CSc2ncccn2)cc1F	-17	-20	-18	-3	-29	-1	5	2	-27	-2	-26
CCOc1cc(/C=C\[N+](=O)[O-])ccc1OCC(=O)Nc1ccccc1C	22	-27	11	x	12	64*	-12	-22	x	-1	-4
COc1ccc(-n2c(=S)[nH]c3cc(C(=O)Nc4ccc(C)c(F)c4)ccc3c2=O)c(OC)c1	-4	54*	-11	23	30	7	7	1	8	2	-25
Cc1oc(-c2cccc(Cl)c2)nc1CS(=O)(=O)CC(=O)NCc1ccco1	-6	-16	13	-9	0	10	-9	3	-16	1	12
Cc1csc2nnc(N)n12	4	-1	-6	4	2	-11	19	0	-14	-6	-6
CN(C)CCC1Sc2ccccc2Oc2ccccc21 (stereo not drawn)	-9	16	-9	7	-1	-2	-5	8	-1	-10	-2
Cc1noc(C)c1CSc1nnc2ccccn12	5	20	-6	14	-1	-1	-8	-4	-13	2	-8
CC(C(=O)O)N1C(=O)C2C3CC(C2C1=O)C1C(c2ccccc2)c2sc(=O)[nH]c2SC31 (stereo not drawn)	-2	10	4	16	-12	-8	10	-3	-12	0	16
COc1cc2c(cc1OC)C(C(=O)Nc1cc(C)c(OC)c(C)c1)CC(=O)N2 (stereo not drawn)	8	-8	3	10	12	-6	0	15	-1	-5	-14
Other compounds
SMILES	LMP1 NFkB inh	TWEAK Fn14 block	LRH-1 inv ag	COUP-TFII inh	TROY signal inh	TRAIL sens C8	NCOA3 inh	CF NFkB inh	SRC2 inh	KKLEB cytotox	NCOA1 inh
CCC(C(=O)NC1CCCC1)n1c2ccccc2c2nc(=O)cc(C)n21 (stereo not drawn)	9	0	11	-1	15	8	3	3	2	8	-28
CCN(CC(=O)Nc1cc(Cl)ccc1C)C(=O)C1CCN(c2ncnc3sc(C)c(C)c23)CC1	11	39	-8	25	36	29	12	42	37	-14	2
O=C(COC(=O)C1Cc2ccccc2CN1C(=O)c1ccccc1Cl)Nc1ccc(N2CCOCC2)cc1 (stereo not drawn)	1	-11	-17	9	16	2	3	4	10	0	-2
CCOc1cc2c(C)cc(=O)oc2cc1Cl	10	-3	-8	-10	-5	-4	13	-20	6	4	7
O=C(CCCC(=O)N(CC(=O)NC1CCCC1)Cc1ccccc1)Nc1ccccn1	6	-21	-10	3	-8	-11	2	-3	-5	-4	-4
Oc1ccc2ccccc2c1C=Nc1ccccc1	-1	25	-1	-5	6	5	-8	2	22	-1	6
Cc1oc2c(C)c3oc(=O)c(CCC(=O)N4CCC(C(=O)NCCC(=O)O)(c5ccccc5)CC4)c(C)c3cc2c1C	0	6	3	4	-20	-9	2	-2	-10	1	-1
CCN1CCN(c2oc(-c3ccccc3)nc2S(=O)(=O)c2ccc(C)cc2)CC1	-14	-7	-13	-6	-11	-2	-18	-13	-17	-1	-9
Cc1cc(C)n(-c2nc(SCC(=O)Nc3nccs3)c3c4c(sc3n2)COC(C)(C)C4)n1	-7	-5	0	7	1	18	7	-4	-26	8	-8
COc1ccc(-c2nn(-c3ccccc3)cc2C(=O)NC(=S)NNC(=O)c2ccncc2)cc1	36	60*	-6	20	35	20	5	23	-14	-2	5
C=CCNC(=S)N1CCN(CCN=CC2=C(O)CC(c3ccc(Cl)cc3)CC2=O)CC1 (stereo not drawn)	6	13	9	14	12	-1	26	10	14	-6	3
COc1ccccc1N1CCN(C(=O)/C=C/c2ccc3c(c2)OCO3)CC1	1	23	-11	-6	12	12	-14	-31	-6	20	-1
COc1ccc2[nH]cc(CCNS(=O)(=O)c3ccc(F)cc3)c2c1	-9	9	15	6	19	1	19	-4	11	-2	-7
O=C(Nc1ccc(Cl)c(C(F)(F)F)c1)C1Cc2c(-c3ccccc3Oc3ccccc3)ccnc2O1 (stereo not drawn)	x	21	23	5	16	2	16	11	17	-10	1
CC(C)=NN1C(=O)c2ccccc2NC1(C)C	4	9	-63	-9	-56	0	-12	-13	-38	-6	-68
C=CCNC(=S)Nc1ccccc1-c1nnc2n1CCCCC2	-2	15	-10	11	9	-5	3	16	14	-17	9
CCCCNC(=O)CC1N=C2c3ccccc3N=C(SCC(=O)Nc3ccc(OC)cc3)N2C1=O (stereo not drawn)	-23	-12	3	3	-28	21	-13	3	-10	-10	-6
CN(C)c1cc(Cl)c2nonc2c1N	-1	-17	5	12	-8	-11	17	3	-17	6	16
